Hck Nef HTS = human Hck-Nef kinase inhibition; P08631; Recombinant Hck-YEEI plus Nef, Z-Lyte FRET kinase assay; inhibition, % at 20 µM; 220,000 tested, 0.68% active; AID 463187;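 active = Hck-Nef kinase inhibition above about 50%, limit read from the data; inactive = inhibition below that limit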;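 note: 0% = DMSO with Hck plus Nef and 100% = Hck alone without Nef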
Target sequence (P08631 whole entry, looked up): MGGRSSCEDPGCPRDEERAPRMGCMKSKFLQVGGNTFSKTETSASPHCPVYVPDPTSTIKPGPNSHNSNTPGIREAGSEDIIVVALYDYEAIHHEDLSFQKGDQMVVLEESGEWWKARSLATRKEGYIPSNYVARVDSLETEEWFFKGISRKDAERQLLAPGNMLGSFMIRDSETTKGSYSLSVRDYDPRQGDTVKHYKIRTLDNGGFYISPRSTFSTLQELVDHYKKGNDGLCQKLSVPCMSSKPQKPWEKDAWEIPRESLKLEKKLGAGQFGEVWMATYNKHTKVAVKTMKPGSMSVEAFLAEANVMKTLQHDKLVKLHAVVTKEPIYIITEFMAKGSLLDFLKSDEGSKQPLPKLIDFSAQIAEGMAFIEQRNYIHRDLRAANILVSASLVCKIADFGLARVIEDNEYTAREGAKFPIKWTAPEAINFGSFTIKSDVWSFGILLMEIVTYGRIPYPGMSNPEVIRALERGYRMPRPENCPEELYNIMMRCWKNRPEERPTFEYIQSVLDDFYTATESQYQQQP
NPY-Y1 PAM-ag = potentiators or agonists of human neuropeptide Y receptor Y1 | activation, % at 3.6 µM | P25929 | 220,000 tested, 0.37% active | NPY-Y1 expressing cells, potentiator/agonist activation; in the data active = activation above about 33%, passing the limit was not always enough;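 note: cells stimulated with NPY at EC10 then isoproterenol at EC100; 0% = low agonist plus stimulus and 100% = saturating agonist plus stimulus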
Target sequence (P25929 whole entry, looked up): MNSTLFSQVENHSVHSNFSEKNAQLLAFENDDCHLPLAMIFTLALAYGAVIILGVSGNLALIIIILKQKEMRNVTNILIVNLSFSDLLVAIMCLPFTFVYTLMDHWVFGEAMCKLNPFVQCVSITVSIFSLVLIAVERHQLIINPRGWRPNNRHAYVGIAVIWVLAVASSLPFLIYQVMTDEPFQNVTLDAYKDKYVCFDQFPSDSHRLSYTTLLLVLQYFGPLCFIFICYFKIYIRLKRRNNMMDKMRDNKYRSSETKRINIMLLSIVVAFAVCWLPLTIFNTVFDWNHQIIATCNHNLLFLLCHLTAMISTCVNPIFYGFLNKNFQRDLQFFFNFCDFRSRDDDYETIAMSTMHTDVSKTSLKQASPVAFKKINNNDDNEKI
Mdm2 ligase inh = inhibitors of human Mdm2 E3 ubiquitin ligase. cell-based MDM2 ubiquitination luciferase reporter, 2 h; 0 = plate control, 100 = twice control, blank-subtracted. signal enhancement, % at 5 µM. AID 1230. 210,000 tested, 0.11% active;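 active = signal enhancement of 30% or more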;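 note: luminescence tracks abundance of the self-degrading MDM2-luciferase fusion protein; higher signal means inhibition of MDM2 E3 ligase activity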
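Material: Stable MDM2–luciferase fusion reporter cells | Amount: 2000 cells seeded into each well | Dosing: One concentration, 5 µM, with 0.2% DMSO | Incubation: 4 h cell settling then 2 h compound exposure, 37 °C | Measured by: Luciferase luminescence | Read-out basis: % enhancement relative to plate controls after blank subtraction | Benchmarks: Control and blank well means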
p97 inhibitor = human p97 ATPase inhibition. P55072. recombinant p97 ATPase, Kinase-Glo ATP luminescence, 3 h. inhibition, % at 8 µM. 220,000 tested, 0.42% active. AID 1481; in the data active = inhibition above about 15%;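 note: 0% = DMSO vehicle and 100% = wells lacking enzyme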
NPY2 pot ag = potentiates or activates human NPY-Y2 receptor | AID 1359 | activation, % at 3.6 µM | cells expressing NPY-Y2, potentiator/agonist read-out | P49146 | 220,000 tested, 0.45% active; in the data active = activation above about 27%;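 note: cells stimulated with NPY near EC25 plus isoproterenol at EC100; 0% = vehicle plus submaximal agonist and 100% = vehicle plus saturating agonist; some results beyond the cut were filed as inactive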
Runt-CBFb FRET = Runt domain-CBFb interaction inhibition | Cerulean-Runt/Venus-CBFb FRET ratio 530/480, 1 h | inhibition, % at 20 µM | 220,000 tested, 0.46% active | AID 1496;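 active = inhibition over about 50% at 20 µM in the single-dose screen, limit read from the data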;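 note: 0% = DMSO wells and 100% = excess unlabeled CBFb competitor control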
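Assay system: Cerulean-tagged RUNX1 Runt domain (FRET donor) fusion protein / Amount: 100 nM each of Venus-CBFb and Cerulean-Runt domain / Medium: Tris buffer pH 7.5 with salts and BSA / Also added: Venus-CBFb 100 nM / Schedule: 1 h complex formation plus 1 h compound treatment, room temperature / Signal: FRET fluorescence / Read-out: loss of energy transfer signal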
Runt-SMMHC FRET = inhibitors of human RUNX1 Runt domain binding to CBFb-SMMHC | Cerulean-Runt/Venus-CBFb-SMMHC FRET ratio 530/480, 1 h | 220,000 tested, 0.74% active | Q01196+Q13951 | inhibition, % at 20 µM;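 active = mean inhibition across duplicate retests at 20 µM reaching about 50%, limit read from the data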;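 note: 0% = DMSO wells and 100% = wells with excess untagged CBFb-SMMHC; inhibitors lower the FRET ratio by blocking Runt binding to CBFb-SMMHC; some results filed as inactive read as strong as hits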
RBBP9 inhibitor = inhibitors of human serine hydrolase RBBP9; O75884; recombinant RBBP9, FP-Rh probe fluorescence polarization; inhibition, % at 7.94 µM; 220,000 tested, 0.2% active;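 active = inhibition above the campaign mean of all tested compounds plus 3 SD, cut at about 14% in these data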;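 note: plate controls were DMSO wells with RBBP9 for no effect and wells lacking RBBP9 protein for full effect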
Target sequence (O75884 whole entry, looked up): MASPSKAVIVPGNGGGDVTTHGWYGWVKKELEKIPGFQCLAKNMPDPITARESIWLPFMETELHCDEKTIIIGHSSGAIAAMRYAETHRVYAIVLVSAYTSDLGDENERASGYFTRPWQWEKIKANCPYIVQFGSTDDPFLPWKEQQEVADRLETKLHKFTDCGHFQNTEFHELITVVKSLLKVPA
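Controls: DMSO-treated enzyme wells and wells lacking RBBP9 | Material: RBBP9 protein | Technique: Fluorescence polarization | Replication: Single well per compound, no replicates | Buffer or medium: Tris-NaCl-Pluronic buffer, pH 8.0 | Timing: 30 min compound preincubation, 45 min probe labeling, 25 °C | Read-out basis: Percent inhibition from mP, scaled between DMSO and no-protein wells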
NPY-Y1 antag = blocks the human neuropeptide Y Y1 receptor; HEK293-CNG Y1 cells, membrane potential fluorescence; NPY at EC95, then isoproterenol; inhibition, % at 3.6 µM; 200,000 tested, 1% active;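 active = inhibition above the campaign mean inhibition of all tested compounds plus 3 SD, cut at about 20% in these data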;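 note: 0% = DMSO wells given NPY plus isoproterenol and 100% = isoproterenol alone without NPY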
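Material: Y1- and CNG-channel-expressing HEK293 cells / Probe or stimulus: NPY 25 nM then isoproterenol 1 µM plus Ro 20-1724 25 µM / Doses: 3.6 µM single dose, DMSO 0.4% / Schedule: compound incubation 1 h at room temperature, readout 45 min post-stimulation / Signal: membrane potential fluorescence / Benchmarks: isoproterenol-only wells as full block versus NPY-plus-isoproterenol wells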
* marks the source's active call; other numbers are inactive results; x = not tested or not shown.

SMILES	Hck Nef HTS	NPY-Y1 PAM-ag	Mdm2 ligase inh	p97 inhibitor	NPY2 pot ag	Runt-CBFb FRET	Runt-SMMHC FRET	RBBP9 inhibitor	NPY-Y1 antag
CN(c1ccccc1)S(=O)(=O)c1ccc(Cl)c(C(=O)OCC(=O)NCc2ccco2)c1	23	17	-8	8	7	2	-4	-10	x
O=C(CN1CCN(c2nc(-c3ccccc3)cs2)CC1)NNC(=O)c1ccco1	21	9	-8	2	-9	1	0	-5	-2
O=C(Nc1cccnc1)Nc1ccc(Br)cc1Cl	4	10	8	2	6	-1	-9	-2	-10
Cc1cccc(C)c1Nc1c(-c2ccc(N3CCOCC3)cc2)nc2cnccn12	-6	84*	-11	3	71*	0	-1	-3	x
O=C(O)CNC(=O)CCN1C(=O)c2ccccc2C1=O	4	16	-20	3	5	3	-2	1	-2
COC(=O)c1ccccc1NC(=O)c1ccc2nccnc2c1	-9	4	12	8	-6	-2	-10	-6	3
COC(CNC(=O)CNC(=S)N(Cc1ccccc1)Cc1cccnc1)OC	19	2	-1	4	0	2	4	-5	7
COc1ccc(CNC(=O)c2ccccc2SC)cc1	-9	-1	-11	-2	-10	-1	-2	-1	0
Cc1ccc(-c2nn3c(C)nnc3c3ccccc23)cc1S(=O)(=O)NCc1ccco1	1	4	-5	6	14	5	0	-3	6
COc1ccc(C2CC(=O)C=C(NCc3ccc4c(c3)OCO4)C2)cc1 (stereo unspecified)	15	5	-8	2	-19	0	6	-7	x
CC(C)C[C@H](NC(=O)c1nc[nH]c1C(=O)NCCCCCNC(=O)OC(C)(C)C)C(=O)OCc1ccccc1	-2	39*	x	-7	36*	-9	-7	-10	-13
Cc1[nH]c(=O)c(C#N)cc1-c1ccccc1	1	-43	-13	4	-37	2	4	6	26*
CCCCCCCN1N=C(C)C(C(=O)c2ccccc2)C1=O (stereo unspecified)	5	-14	10	1	-21	3	0	1	-6
CN(C)CCCNC(=O)c1ccc(/C=N/O)nc1	31	12	-5	5	3	1	2	-1	1
COc1ccccc1NC(=O)c1c([N+](=O)[O-])c(C(C)(C)C)nn1C	19	12	-9	1	13	0	1	-7	x
CCc1ccc(NC(=O)CSc2nc3ccccc3c(=O)n2CCCC(=O)NCCCN2CCOCC2)cc1	-10	-21	-5	-7	-18	0	1	-8	13
CCOC(=O)C1CCCN(Cc2nc(CC3CC3)no2)C1 (stereo unspecified)	4	-9	-1	-3	11	2	2	-6	x
Cc1ccc(S(=O)(=O)N2CCN(C(C(=O)Nc3ccc(F)cc3)c3ccccc3)CC2)cc1 (stereo unspecified)	0	30	-24	-3	7	1	0	-12	-3
O=C(Nc1nnc(-c2cccs2)o1)c1cccc(C(F)(F)F)c1	1	-17	22	4	-13	2	3	-4	-2
CNC(=O)CC(C(=O)O)c1ccc(OCC(C)C)cc1 (stereo unspecified)	0	10	-16	-5	-6	1	-3	-3	-2
C=CCN1C(=O)C(C)NC1=S (stereo unspecified)	3	30	-17	4	6	0	-7	22*	x
CCc1ccc(NS(=O)(=O)c2ccc3[nH]cc(C(=O)NCC4CCCO4)c(=O)c3c2)cc1 (stereo unspecified)	0	-24	-5	-1	5	x	-1	-11	4
COc1ccc(-n2cc(C#N)c(=O)[nH]c2=O)cc1	28	4	-2	2	-3	0	-1	-3	2
COc1ccc(CCNC(=O)c2cc(-c3ccc(Cl)c(Cl)c3)oc2C)cc1	0	-7	-17	-5	-2	-1	-4	-8	4
COc1ccc(CNC(=O)c2cc(-c3cc(C)ccc3O)n[nH]2)cc1	6	0	-9	9	4	2	-8	-5	x
Remaining list, next part
SMILES	Hck Nef HTS	NPY-Y1 PAM-ag	Mdm2 ligase inh	p97 inhibitor	NPY2 pot ag	Runt-CBFb FRET	Runt-SMMHC FRET	RBBP9 inhibitor	NPY-Y1 antag
O=C(C1CCCCC1)N1CCC(n2nnc3ccccc32)CC1	-22	5	-2	2	11	0	-2	3	5
O=C(NCCc1ccccn1)c1ccc(NS(=O)(=O)c2ccc(F)cc2)cc1	21	14	-5	3	15	-1	3	2	3
COc1ccc(C(=O)N2CCn3c(C)ccc3C2C)cc1 (stereo unspecified)	21	8	-12	3	-3	3	6	-2	-1
C/C(=N\NC(=O)c1ccc(Br)cc1)c1ccccc1	0	0	-40	-1	-14	-2	1	4	-2
CC(=O)NCCC(=O)N1CCCC(C(=O)c2ccc3c4c(cccc24)CC3)C1 (stereo unspecified)	16	17	-6	5	10	0	-2	-8	0
O=C(C1CCC(C(=O)N2CCCCC2)CC1)N1CCCCC1 (stereo unspecified)	6	3	-1	-7	1	2	2	-2	4
O=C(N[C@@H](Cc1ccc(O)cc1)C(=O)O)c1cccnc1	11	11	x	6	-5	1	-79	-7	-4
CCCCOc1ccc(CNC(=S)N/N=C/c2ccc(OC)c(OC)c2)cc1	-10	-1	-14	0	-21	-8	-3	-15	3
O=C(COC(=O)c1cc[n+]([O-])cc1)Nc1ccc(Cl)cc1[N+](=O)[O-]	23	8	-6	10	0	-2	0	0	2
C/C(CC(=O)Nc1ccc(Cl)cc1C(F)(F)F)=N\NC(N)=S	12	-20	-7	-4	-7	0	-2	-9	x
O=S(=O)(Nc1ccc(-c2cn3ccccc3n2)cc1)c1ccccc1	23	-17	2	-1	-14	-2	2	-14	x
CCN(CC)CCCOC(=O)C(c1ccccc1)c1ccccc1	21	-14	-3	-1	-17	-1	-2	-6	11
CCOc1ccccc1-n1nnnc1SCC(=O)NCc1ccco1	28	0	-8	1	-2	-2	-1	-14	2
CCOC(=O)C(CSCC(=O)c1ccc(Br)cc1)NC(=O)OC(C)(C)C (stereo unspecified)	-17	-7	-5	-3	2	-2	5	2	6
O=C(OCC(=O)N1CCCC1)c1cccs1	2	-18	-6	8	12	-2	0	-7	-2
CCc1sc(N2C(=O)C3C4CCC(C4=C(C)C)C3C2=O)nc1-c1ccccc1 (stereo unspecified)	6	21	-1	-3	-10	-4	0	-3	-1
O=C(NNC(=O)c1cccnc1SCc1cccc([N+](=O)[O-])c1)c1cccnc1	1	-3	-7	-1	-6	1	-2	-12	0
O=C(CCCCn1c(=O)[nH]c2ccccc2c1=O)NCc1ccc2c(c1)OCO2	-1	-4	10	-3	-9	-2	1	-11	-1
CCCc1nc2oc3c(NCC4CCCO4)ncnc3c2c2c1COC(C)(C)C2 (stereo unspecified)	-2	0	-8	-8	12	0	9	-7	-2
O=C(N/N=C/c1ccc(Br)s1)c1ccco1	14	8	-13	2	-9	-2	-1	6	x
Cc1cccc(OCC(=O)NCC(=O)N/N=C/c2ccc([N+](=O)[O-])cc2)c1	23	-8	-3	-1	-13	-2	0	-9	-2
COC(=O)CSc1[nH]c2cc(C)ccc2c1[N+](=O)[O-]	6	25	-16	1	4	2	0	-6	-2
CCCCOC(=O)Cn1c(=N)n(CCN2CCOCC2)c2ccccc21	0	-4	x	2	-14	x	x	-5	0
C/C(=N\Nc1ccc2nncn2n1)c1ccc(Br)s1	2	-8	-8	-1	-4	-3	-4	0	x
Cc1nn(C)cc1-c1n[nH]c(=S)n1-c1ccc(Cl)cc1	4	13	-3	-1	5	5	16	-6	0

3 entries picked at random from those above, as already listed:
SMILES	Hck Nef HTS	NPY-Y1 PAM-ag	Mdm2 ligase inh	p97 inhibitor	NPY2 pot ag	Runt-CBFb FRET	Runt-SMMHC FRET	RBBP9 inhibitor	NPY-Y1 antag
COc1ccc(C(=O)N2CCn3c(C)ccc3C2C)cc1 (stereo unspecified)	21	8	-12	3	-3	3	6	-2	-1
Cc1nn(C)cc1-c1n[nH]c(=S)n1-c1ccc(Cl)cc1	4	13	-3	-1	5	5	16	-6	0
CCOC(=O)C(CSCC(=O)c1ccc(Br)cc1)NC(=O)OC(C)(C)C (stereo unspecified)	-17	-7	-5	-3	2	-2	5	2	6

(cont.)
SMILES	Hck Nef HTS	NPY-Y1 PAM-ag	Mdm2 ligase inh	p97 inhibitor	NPY2 pot ag	Runt-CBFb FRET	Runt-SMMHC FRET	RBBP9 inhibitor	NPY-Y1 antag
COC(=O)c1cc(C(=O)OCC(=O)N(C)C2CCS(=O)(=O)C2)cc([N+](=O)[O-])c1 (stereo unspecified)	14	11	-13	8	-13	2	-1	-9	3
CS(=O)(=O)c1[nH]nc(-c2cccc(Cl)c2)c1C#N	-1	-1	-9	-1	-22	1	-1	3	x
CC1CCN(c2ccccc2NC(=S)NC(=O)c2cccs2)CC1	0	-36	-13	-3	0	-4	0	-4	7
CCCCC(=O)NC(NC(=S)N1CCCCCC1)C(Cl)(Cl)Cl (stereo unspecified)	2	-4	-1	0	2	-8	3	1	18
Cc1oc(C)c2c(=O)ccc3c(c12)OC(N)=C(C#N)C3c1ccccc1Cl (stereo unspecified)	1	19	8	7	19	15	32	-9	-13
CCOc1ccc(OCC)c(S(=O)(=O)NCCCN2CCOCC2)c1	1	-1	3	3	-13	-5	1	0	2
O=C(C(=O)N1CCCc2ccccc21)c1cn(CC(=O)N2CCOCC2)c2ccccc12	23	17	9	7	3	2	1	2	2
Cc1cccc(NC(=O)Cn2c(=O)n(Cc3ccccc3)c(=O)c3c(C)c(C)sc32)c1	6	-8	2	4	-3	2	3	-1	7
CCOC(=O)N1CCN(S(=O)(=O)c2ccc3c(c2)OCC(=O)N3)CC1	1	11	-26	6	15	-2	-4	-5	12
Nc1ccc(C(O)(C(F)(F)F)C(F)(F)F)cc1	1	-5	-7	-1	5	2	2	1	-2
Cn1c(N)c(C(=O)c2cc(-c3ccncc3)nc3ccccc23)c(=O)n(C)c1=O	-1	-5	-2	4	-12	-2	-7	0	-6
CCOc1cc2nc(-c3ccc(OC)c(OC)c3)nc(N3CC(C)OC(C)C3)c2cc1OC (stereo unspecified)	-1	-2	-11	-6	1	0	-2	-15	7
CCOC(=O)CCC(=O)Nc1ccc(S(=O)(=O)N2CCCC2)cc1	1	-7	-1	3	1	-1	-1	1	-3
Cc1ccc2c(c1)NC(=O)C(CC(=O)NCc1cccnc1)O2 (stereo unspecified)	0	0	1	-1	11	-1	-2	-1	0
Cc1ccccc1OCc1nnc2c3cnn(C)c3ncn12	-2	3	11	3	18	-2	-7	9	9
CC1(C)C(c2cccs2)=[N+]([O-])C2(CCCCC/C2=N\O)N1O (stereo unspecified)	9	12	-19	3	-2	2	1	6	-3
COc1ccccc1N1CCN(Cc2nnnn2CCc2ccccc2)CC1	-1	0	-10	-2	1	-1	-2	-5	8
Cc1sc(N)nc1-c1cccs1	7	-20	-3	-2	-12	8	3	-5	-1

Screening data: PubChem BioAssay, several laboratories
